S aureus QS inh: S. aureus quorum sensing inhibitors, primary screen, RNAIII-GFP reporter, flow cytometry | S. aureus RN6390 RNAIII-GFP reporter, AIP-induced, flow cytometry 3 h | inhibition, % at 2 µM | AID 527, 2006 | hit rate 0.3% among 24,000;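 active = share of bacteria positive for the green fluorescent reporter and its mean brightness both inhibited by 50% or more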;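 note: 0% = AIP-stimulated control and 100% = unstimulated bacteria without AIP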
S aureus QS inh GFP MFI %: also measured in S aureus QS inh; calls as there; inhibition, %; measured here: inhibition of GFP MFI
The depositor's hits bear a star. Only part of the results is shown; count on the stated rates, not on these rows.

Results for Cc1nc2c(-c3ccccc3)c(C)nn2c(C)c1CCC(=O)NCc1ccco1 ?
S aureus QS inh: -1; S aureus QS inh GFP MFI %: -6

What do the screens show for `CCOCCCNS(=O)(=O)c1ccc2c(c1)CCN2C(=O)CC`?
S aureus QS inh: -1; S aureus QS inh GFP MFI %: -6

What do the screens show for `CCOc1ccc(C2CC(c3cccc(OC)c3OC)n3nnnc3N2)cc1Cl` (stereo not given)?
S aureus QS inh: 19; S aureus QS inh GFP MFI %: 40

Results for N#Cc1ccccc1NCc1ccccc1 ?
S aureus QS inh: 2; S aureus QS inh GFP MFI %: 26

Results for Cc1ccc(NC(=O)Cn2c(=O)n(CCCCC(=O)NCc3ccco3)c(=O)c3ccccc32)cc1 ?
S aureus QS inh: 5; S aureus QS inh GFP MFI %: 2

Results for O=C(CCCSc1nc2ccccc2s1)NC1=NCCS1 ?
S aureus QS inh: 0; S aureus QS inh GFP MFI %: 5

What do the screens show for `COc1ccc(-n2c(Cc3cccn3C)nnc2SCC(=O)NC2CCCC2)cc1`?
S aureus QS inh: -1; S aureus QS inh GFP MFI %: -5

What do the screens show for `O=c1[nH]c(SCc2cccc(Cl)c2)nc2c1CCCC2`?
S aureus QS inh: 3; S aureus QS inh GFP MFI %: 11

What do the screens show for `CCOC(=O)c1cnc(-n2nc(C)cc2C)nc1Nc1cccc(C(C)=O)c1`?
S aureus QS inh: -1; S aureus QS inh GFP MFI %: 2

What do the screens show for `COc1cccc(NC(=O)Nc2nnc(N3CCCCC3C)s2)c1` (stereo not given)?
S aureus QS inh: 3; S aureus QS inh GFP MFI %: 15

Results for CCCCCn1c(=O)[nH]c2cc(C(=O)O)ccc2c1=O ?
S aureus QS inh: 0; S aureus QS inh GFP MFI %: 6

How did Cn1c(NC(=O)c2cc(-c3ccc4c(c3)OCO4)nc3ccccc23)cc(=O)n(C)c1=O do in these assays?
S aureus QS inh: -2; S aureus QS inh GFP MFI %: -28

Results for O=C(Nc1ccccc1C(=O)O)c1cccc(F)c1 ?
S aureus QS inh: 0; S aureus QS inh GFP MFI %: 6

Results for C1=C(c2ccccc2)CCN(c2nc3ccccc3n3cnnc23)C1 ?
S aureus QS inh: -4; S aureus QS inh GFP MFI %: -18

How did Cc1ccccc1Cn1cc(S(=O)(=O)CC(=O)Nc2nccs2)c2ccccc21 do in these assays?
S aureus QS inh: -2; S aureus QS inh GFP MFI %: -6

Results for CCOC(=O)c1nnn(-c2ccccc2C#N)c1C ?
S aureus QS inh: 0; S aureus QS inh GFP MFI %: 14

How did CCN1CCN(C(=O)C2CCN(Cc3nc(-c4cccc(Cl)c4)oc3C)CC2)CC1 do in these assays?
S aureus QS inh: -1; S aureus QS inh GFP MFI %: 2

Results for COc1ccccc1N1CCN(C(=O)N2CCOCC2)CC1 ?
S aureus QS inh: -2; S aureus QS inh GFP MFI %: -6

How did CCOc1ccccc1/C=c1\sc2ncnn2c1=O do in these assays?
S aureus QS inh: -3; S aureus QS inh GFP MFI %: -1

Results for O=C(C1CCC1)N1CCc2cc(S(=O)(=O)NCCN3CCN(c4ccccc4F)CC3)ccc21 ?
S aureus QS inh: 0; S aureus QS inh GFP MFI %: -23

How did CCOC(=O)N1CCN(C(=O)c2cn(CC)c3cc(N4CCN(C)CC4)c(F)cc3c2=O)CC1 do in these assays?
S aureus QS inh: 17; S aureus QS inh GFP MFI %: 26

Results for CC1CC(C)CN(C(=O)CCCn2c(=S)[nH]c3ccccc3c2=O)C1 (stereo not given) ?
S aureus QS inh: 13; S aureus QS inh GFP MFI %: 21

How did O=c1oc2c3c4c(cc2cc1-c1nc2ccccc2[nH]1)CCCN4CCC3 do in these assays?
S aureus QS inh: -1; S aureus QS inh GFP MFI %: 2

How did CCOc1cc(C(=O)Nc2ncccn2)cc(OCC)c1OCC do in these assays?
S aureus QS inh: 0; S aureus QS inh GFP MFI %: 1

How did COc1ccc(-n2nc(C(=O)NCC(=O)NCc3ccco3)c3ccccc3c2=O)cc1Cl do in these assays?
S aureus QS inh: 1; S aureus QS inh GFP MFI %: 19

Results for CCSc1nnc(NC(=O)C2CCCN(S(=O)(=O)c3cnc[nH]3)C2)s1 (stereo not given) ?
S aureus QS inh: -2; S aureus QS inh GFP MFI %: 0

How did O=C(CCCN1C(=O)c2ccccc2C1=O)Nc1c2c(nc3c1CCC3)CCC2 do in these assays?
S aureus QS inh: 0; S aureus QS inh GFP MFI %: 7

Results for COc1c(C)cccc1C(=O)Nc1cc(-c2nn3c(C)nnc3s2)ccc1C ?
S aureus QS inh: 3; S aureus QS inh GFP MFI %: 5

What do the screens show for `CCC(C(=O)Nc1ccccc1C(=O)N1CCCC1)N1C(=O)c2ccccc2C1=O` (stereo not given)?
S aureus QS inh: 0; S aureus QS inh GFP MFI %: 15

How did CCN(CC)C(=O)COc1ccc2oc(C)c(C(=O)OC(C)C)c2c1 do in these assays?
S aureus QS inh: 1; S aureus QS inh GFP MFI %: 33

What do the screens show for `Cc1ccc(OCC(=O)N2CCN(C(=O)CCC3CCCC3)CC2)cc1`?
S aureus QS inh: 0; S aureus QS inh GFP MFI %: -25

Results for CCOc1ccc(NC(=O)N(C2CCCCC2)C(C)c2ccncc2)cc1 (stereo not given) ?
S aureus QS inh: -3; S aureus QS inh GFP MFI %: -6

What do the screens show for `CC(=O)c1cccc(S(=O)(=O)NCC(c2ccco2)N2CCCCC2)c1` (stereo not given)?
S aureus QS inh: -2; S aureus QS inh GFP MFI %: -17

How did CCCN(CCC)c1nc(NC2CCN(C(=O)OCC)CC2)nc(OC)n1 do in these assays?
S aureus QS inh: 2; S aureus QS inh GFP MFI %: 16

What do the screens show for `COCCNC(=S)c1ccc(OC)cc1`?
S aureus QS inh: -3; S aureus QS inh GFP MFI %: -6

What do the screens show for `CC(Sc1nnc(-c2cc3ccccc3o2)n1-c1ccccc1)C(=O)O` (stereo not given)?
S aureus QS inh: 0; S aureus QS inh GFP MFI %: -50

What do the screens show for `Cc1ccc(-c2c3c(=O)n(C)c(=O)n(C)c3cn2-n2cnnc2)cc1`?
S aureus QS inh: -2; S aureus QS inh GFP MFI %: -7

How did COCCNC(=O)c1cc(-c2ccc3c(c2)OCO3)on1 do in these assays?
S aureus QS inh: 1; S aureus QS inh GFP MFI %: 6

How did c1c2c(cc3sc(N4CCCCC4)nc13)OCCO2 do in these assays?
S aureus QS inh: 2; S aureus QS inh GFP MFI %: -3

Results for CCOC(=O)N1CCN(C(=O)c2ccc(N3C(=O)CCC3=O)cc2)CC1 ?
S aureus QS inh: 1; S aureus QS inh GFP MFI %: 2

Results for CN(C)CCOC(c1ccccc1)c1ccccc1 ?
S aureus QS inh: -2; S aureus QS inh GFP MFI %: -2

How did O=C(c1ccc2nc(N3CCOCC3)sc2c1)N1CCN(C(=O)c2ccco2)CC1 do in these assays?
S aureus QS inh: 1; S aureus QS inh GFP MFI %: 7

What do the screens show for `O=C(NCc1ccccn1)c1ccc2nc(-c3ccco3)c(-c3ccco3)nc2c1`?
S aureus QS inh: 0; S aureus QS inh GFP MFI %: 2

What do the screens show for `Cc1nn(Cc2ccc(Cl)cc2)c(C)c1NC(=O)c1cc(-c2ccc3c(c2)OCO3)on1`?
S aureus QS inh: -1; S aureus QS inh GFP MFI %: -3

Results for CCN1CCCC1CNC(=O)c1cc2c(-c3ccc(Cl)cc3)nn(C)c2s1 (stereo not given) ?
S aureus QS inh: 3; S aureus QS inh GFP MFI %: 4

What do the screens show for `NC(=O)c1oc2ccccc2c1NC(=O)c1nc2ccccc2s1`?
S aureus QS inh: -2; S aureus QS inh GFP MFI %: -2

Results for COc1ccc(NC(=O)CN(C)S(=O)(=O)c2cccc3cccnc23)cc1 ?
S aureus QS inh: 2; S aureus QS inh GFP MFI %: 5

How did CCC(=O)N1c2ccc(S(=O)(=O)CCC(=O)NCCC3=CCCCC3)cc2CC1C (stereo not given) do in these assays?
S aureus QS inh: -2; S aureus QS inh GFP MFI %: -15

An excerpt of the results above, for reference:
Results for CCOC(=O)N1CCN(C(=O)c2ccc(N3C(=O)CCC3=O)cc2)CC1 ?
S aureus QS inh: 1; S aureus QS inh GFP MFI %: 2

Results for CN(C)CCOC(c1ccccc1)c1ccccc1 ?
S aureus QS inh: -2; S aureus QS inh GFP MFI %: -2

How did O=C(c1ccc2nc(N3CCOCC3)sc2c1)N1CCN(C(=O)c2ccco2)CC1 do in these assays?
S aureus QS inh: 1; S aureus QS inh GFP MFI %: 7

What do the screens show for `O=C(NCc1ccccn1)c1ccc2nc(-c3ccco3)c(-c3ccco3)nc2c1`?
S aureus QS inh: 0; S aureus QS inh GFP MFI %: 2

What do the screens show for `Cc1nn(Cc2ccc(Cl)cc2)c(C)c1NC(=O)c1cc(-c2ccc3c(c2)OCO3)on1`?
S aureus QS inh: -1; S aureus QS inh GFP MFI %: -3

Results for CCN1CCCC1CNC(=O)c1cc2c(-c3ccc(Cl)cc3)nn(C)c2s1 (stereo not given) ?
S aureus QS inh: 3; S aureus QS inh GFP MFI %: 4

What do the screens show for `NC(=O)c1oc2ccccc2c1NC(=O)c1nc2ccccc2s1`?
S aureus QS inh: -2; S aureus QS inh GFP MFI %: -2

Results for COc1ccc(NC(=O)CN(C)S(=O)(=O)c2cccc3cccnc23)cc1 ?
S aureus QS inh: 2; S aureus QS inh GFP MFI %: 5

How did CCC(=O)N1c2ccc(S(=O)(=O)CCC(=O)NCCC3=CCCCC3)cc2CC1C (stereo not given) do in these assays?
S aureus QS inh: -2; S aureus QS inh GFP MFI %: -15

(cont.)
What do the screens show for `O=C1C(Cl)=C(NCC2CCCO2)C(=O)N1CCc1ccccc1` (stereo not given)?
S aureus QS inh: 0; S aureus QS inh GFP MFI %: 16

Results for CCOC(=O)C1CCN(c2c(NCc3ccc(C(=O)NC(C)CC)cc3)c(=O)c2=O)CC1 (stereo not given) ?
S aureus QS inh: -10; S aureus QS inh GFP MFI %: -17

Results for CN1C(=O)c2ccccc2C(C(=O)NCc2ccco2)C1c1c[nH]c2ccccc12 (stereo not given) ?
S aureus QS inh: -4; S aureus QS inh GFP MFI %: 1

What do the screens show for `Cc1ccc2oc(=O)c3cnn(CC(=O)N(CCCN4CCOCC4)Cc4ccco4)c3c2c1`?
S aureus QS inh: 0; S aureus QS inh GFP MFI %: -7

Results for CCC(C(=O)N1CCc2ccccc2C1)n1nc(C)n2c(cc3occc32)c1=O (stereo not given) ?
S aureus QS inh: -2; S aureus QS inh GFP MFI %: -20

What do the screens show for `CCc1ccc(N2CC(C(=O)OCC(=O)Nc3cc(C)on3)CC2=O)cc1` (stereo not given)?
S aureus QS inh: 0; S aureus QS inh GFP MFI %: 46

How did O=C(O)CCC(=O)N1CCc2cc(S(=O)(=O)NC3CCCC3)ccc21 do in these assays?
S aureus QS inh: -2; S aureus QS inh GFP MFI %: -6

Results for O=C(NCCN1CCOCC1)c1ccc2c(c1)ncn2C1CCCCC1 ?
S aureus QS inh: -2; S aureus QS inh GFP MFI %: -6

What do the screens show for `CCOC(=O)N1CCC(n2c(SCC(=O)NCc3ccccc3)nc3ccccc3c2=O)CC1`?
S aureus QS inh: -7; S aureus QS inh GFP MFI %: -18

What do the screens show for `Cc1oc(-c2ccccc2F)nc1CS(=O)(=O)CC(=O)NCCN(C)C1CCCCC1`?
S aureus QS inh: -2; S aureus QS inh GFP MFI %: -21

Results for CC(=O)c1cccc(NC(=O)CCNS(=O)(=O)c2cccc3nsnc23)c1 ?
S aureus QS inh: 1; S aureus QS inh GFP MFI %: 6

What do the screens show for `COc1ccc(Cl)cc1S(=O)(=O)N1CCN=C1C`?
S aureus QS inh: -1; S aureus QS inh GFP MFI %: 4

What do the screens show for `COc1cc2c(cc1OC)-c1cc(Nc3ccc4c(c3)OCCO4)nc(=O)n1CC2`?
S aureus QS inh: -4; S aureus QS inh GFP MFI %: -83

Results for CCCOc1cccc(NC(=O)c2c(-c3ccccc3)noc2C)c1 ?
S aureus QS inh: -1; S aureus QS inh GFP MFI %: 2

What do the screens show for `Cc1ccc(-c2noc(CCC(=O)NCCCN3CCN(c4cccc(Cl)c4)CC3)n2)cc1`?
S aureus QS inh: 1; S aureus QS inh GFP MFI %: -20

What do the screens show for `CCOC(=O)C1CCCN(c2cc(=O)n(Cc3ccc(F)cc3)c(=O)[nH]2)C1` (stereo not given)?
S aureus QS inh: -3; S aureus QS inh GFP MFI %: -13

Results for O=C(Nc1ncc(Cc2ccccc2)s1)C1CCCO1 (stereo not given) ?
S aureus QS inh: 2; S aureus QS inh GFP MFI %: 34

Results for Cc1ccc(CN2CCN(C(=O)C3CCC3)CC2)cc1 ?
S aureus QS inh: -2; S aureus QS inh GFP MFI %: 6

How did O=C(O)CCNc1ccc2c(c1)OCCO2 do in these assays?
S aureus QS inh: 0; S aureus QS inh GFP MFI %: 8

What do the screens show for `Nc1nc(Cl)nc2c1ncn2[C@H]1C[C@H](O)[C@@H](CO)O1`?
S aureus QS inh: -4; S aureus QS inh GFP MFI %: -16

What do the screens show for `CN(CCNC(=O)C1CC(=O)N(c2ccc(F)c(Cl)c2)C1)Cc1ccccc1` (stereo not given)?
S aureus QS inh: -7; S aureus QS inh GFP MFI %: -4

How did CC(C)c1ccc(NC(=O)C(c2ccccc2)N2CCN(C(=O)c3ccco3)CC2)cc1 (stereo not given) do in these assays?
S aureus QS inh: 14; S aureus QS inh GFP MFI %: 31

Results for COC(=O)C1=C(C)OC(N)=C(C#N)C1c1ccccc1 (stereo not given) ?
S aureus QS inh: -9; S aureus QS inh GFP MFI %: -8

How did O=C(CSc1nc2ccccc2c(=O)n1Cc1ccco1)N1CCCCCC1 do in these assays?
S aureus QS inh: 1; S aureus QS inh GFP MFI %: 3

What do the screens show for `CCOC(=O)N1CCN(c2c(NCc3ccccc3OC)c(=O)c2=O)CC1`?
S aureus QS inh: 0; S aureus QS inh GFP MFI %: 8

What do the screens show for `COc1ccc(C)cc1S(=O)(=O)N1CCN(S(=O)(=O)c2cc(C)ccc2OC)CC1`?
S aureus QS inh: 0; S aureus QS inh GFP MFI %: 6

What do the screens show for `CCOCCCNC(=O)C(c1ccc(C)cc1)N1CCOCC1` (stereo not given)?
S aureus QS inh: -4; S aureus QS inh GFP MFI %: -34

How did O=C(Nc1ncc(Br)s1)C1CCCN1S(=O)(=O)c1cccc2cccnc12 (stereo not given) do in these assays?
S aureus QS inh: -2; S aureus QS inh GFP MFI %: -20

Compound activity deposited in PubChem by NMMLSC.
